DNMT1 block – blocks human DNA methyltransferase DNMT1. P26358. DNMT1 molecular beacon, Hinp1I cleavage, fluorescence. inhibition (reported as % activation of signal), % at 10 µM. 0.83% of 360,000 active; in the data active = inhibition above about 50%
LMPTP inh – blocks human LMPTP phosphatase; P24666; recombinant LMPTP-A, OMFP fluorogenic substrate, fluorescence intensity; inhibition, % at 20 µM; 0.22% of 360,000 active; AID 651560;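 active = compounds that cut the enzyme signal by at least half of the control window in the single-dose screen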;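 also: plate controls were DMSO wells with enzyme plus substrate for no effect and substrate without enzyme for full effect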
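Buffer or medium: Bis-Tris pH 6.0, DTT, detergent; Assay system: LMPTP-A enzyme; Quantity: 0.625 nM enzyme; Detection: endpoint fluorescence intensity; Times: 50 min dark incubation at room temperature; Controls: substrate-only low control, DMSO enzyme-plus-substrate high control; Doses: single 20 µM dose; Read-out: percent inhibition versus substrate-only and uninhibited controls; Reagent: 400 µM OMFP.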
MLLE-PAM2 inh – blocks PAM2 peptide binding to the PABP1 MLLE domain; 0.36% of 360,000 active; AID 588489; GST-MLLE / FITC-PAM2 fluorescence polarization; inhibition, % at 20 µM; in the data active = inhibition above about 35%, passing the limit was not always enough;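 also: plate controls were DMSO wells with GST-MLLE for no effect and wells lacking GST-MLLE protein for full effect; some results filed as inactive read as strong as hits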
STEP block – blocks human striatal-enriched tyrosine phosphatase; P54829; recombinant STEP, OMFP fluorogenic substrate, fluorescence; inhibition, % at 20 µM; 0.25% of 360,000 active; AID 588621;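 active = inhibition at 20 µM, scaled per plate between control wells, above about 37%, limit read from the data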;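 also: 0% = DMSO with enzyme and substrate and 100% = substrate only without enzyme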
Target sequence (P54829 whole entry, looked up): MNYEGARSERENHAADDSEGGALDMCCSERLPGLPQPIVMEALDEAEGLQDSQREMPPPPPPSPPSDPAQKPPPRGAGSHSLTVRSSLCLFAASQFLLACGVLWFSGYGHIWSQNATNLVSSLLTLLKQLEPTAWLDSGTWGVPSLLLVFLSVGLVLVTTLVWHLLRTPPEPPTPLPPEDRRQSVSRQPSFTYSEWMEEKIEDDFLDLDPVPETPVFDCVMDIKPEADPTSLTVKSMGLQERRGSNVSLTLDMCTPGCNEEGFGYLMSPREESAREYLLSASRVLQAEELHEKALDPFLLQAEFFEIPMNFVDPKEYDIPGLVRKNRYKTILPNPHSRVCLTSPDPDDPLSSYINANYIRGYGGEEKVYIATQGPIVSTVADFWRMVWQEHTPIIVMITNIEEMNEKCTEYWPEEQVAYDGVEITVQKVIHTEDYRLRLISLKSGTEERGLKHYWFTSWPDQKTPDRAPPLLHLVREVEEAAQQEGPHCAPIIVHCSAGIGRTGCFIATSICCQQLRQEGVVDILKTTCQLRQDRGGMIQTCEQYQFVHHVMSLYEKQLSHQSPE
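Material: STEP (striatal-enriched tyrosine phosphatase) enzyme, cell-free | Medium: 50 mM Bis-Tris pH 6.0 with 2.5 mM DTT and 0.005% Tween 20 | Read-out: Percent inhibition scaled to no-enzyme and uninhibited-enzyme controls, plate-pattern corrected | Signal: Fluorescence read at 480 nm ex / 540 nm em | Times: 20 min reaction, room temperature, in the dark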
Tb MetRS inh – Trypanosoma brucei MetRS inhibition; purified T. brucei MetRS, ATP depletion, Kinase-Glo luminescence; inhibition, % at 11.9 µM; AID 624268; 0.4% of 360,000 active;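 active = inhibition above a per-plate cutoff of the control wells' mean inhibition plus 3 SD, cut at about 5.5% in these data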;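 also: 0% = DMSO wells median and 100% = median of wells with control inhibitor compound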
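assay system = parasite MetRS enzyme | timing = 15 min preincubation, 2 h reaction, all 25 °C | evaluation = percent inhibition relative to median high and low control wells | medium = HEPES buffer containing pyrophosphatase, BSA, spermine, DTT | compound = single dose, 11.9 µM final nominal, 0.9% final DMSO | detection = Kinase-Glo luminescence, ATP depletion format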
SUMO1-SIM PPI – alters human SUMO1 binding to SIM partners. 0.33% of 360,000 active. SUMO1 binding to a labelled peptide, TR-FRET, 1 h. inhibition, % at 20 µM. P63165; in the data active = inhibition above about 37%
Target sequence (P63165 whole entry, looked up): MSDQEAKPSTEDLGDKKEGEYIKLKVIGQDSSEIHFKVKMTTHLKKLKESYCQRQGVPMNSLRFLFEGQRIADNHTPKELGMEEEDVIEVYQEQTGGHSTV
NadD block – inhibitors of Staphylococcus aureus NadD; purified NadD enzyme, colorimetric absorbance read-out; inhibition, % at 20 µM; 0.78% of 360,000 active; AID 602399; in the data active = inhibition above about 26%; also: some compounds past the cut are filed as inactive
Rpn11 inh – blocks the human proteasome subunit Rpn11; O00487; human 26S proteasome, Ub4-pepOG fluorescence polarization; 20S core pre-blocked with epoxomicin; calls only at 20 µM; 0.59% of 360,000 active; AID 588493;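 active = inhibition at 20 µM, scaled to each plate's controls, above about 33%, limit read from the data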
Scp-1 inhibitor – inhibitors of human Scp-1 phosphatase. Q9GZU7. Recombinant Scp1, phosphopeptide, malachite green phosphate absorbance. inhibition, % at 20 µM. 0.88% of 340,000 active. AID 493091;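 active = inhibition above about 50% at 20 µM, limit read from the data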;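 also: plate controls were DMSO wells with enzyme for no effect and wells lacking enzyme for full effect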
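Material: truncated SCP-1 phosphatase (76-261aa) / Buffer or medium: 50 mM Tris acetate pH 5.5, 0.005% Tween-20, 10 mM MgCl2 / Compound dosing: one concentration, 20 µM, with 1.0% DMSO / Incubation: 45 min room-temperature reaction, 5 min colour, 30 min stabiliser / Detection: colorimetric free-phosphate detection, absorbance 630 nm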
CSN deneddyl inh – blocks human CSN-mediated cullin deneddylation; Purified CSN, SCF-Nedd8-OG deneddylation, fluorescence polarization; inhibition, % at 12.5 µM; 0.38% of 360,000 active; AID 651999;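 active = pattern-corrected inhibition above about 35%, with an unprinted fluorescence ratio check between 0.5 and 1.5, limit read from the data, passing the limit was not always enough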;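 also: 0% = enzyme with substrate and 100% = substrate without enzyme; some results filed as inactive read as strong as hits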
Target sequence (Q92905 whole entry, looked up, one chain of several): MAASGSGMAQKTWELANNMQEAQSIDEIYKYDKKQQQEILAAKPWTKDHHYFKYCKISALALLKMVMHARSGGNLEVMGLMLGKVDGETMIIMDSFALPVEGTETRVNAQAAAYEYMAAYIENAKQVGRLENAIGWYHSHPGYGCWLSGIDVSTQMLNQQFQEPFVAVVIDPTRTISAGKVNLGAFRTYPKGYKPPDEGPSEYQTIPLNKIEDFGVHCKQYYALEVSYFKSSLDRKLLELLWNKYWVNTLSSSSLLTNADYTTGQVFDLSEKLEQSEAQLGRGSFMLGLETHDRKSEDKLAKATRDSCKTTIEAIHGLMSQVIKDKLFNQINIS
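Material: human Csn5 produced in HEK293T cells; Input: enzyme 0.24 nM; Reagent: SCFSkp2-Nedd8OG substrate at 10 nM final; Dosing: 12.5 µM compound; Incubation: 90 min reaction at room temperature; Detection: fluorescence polarization of the substrate; Evaluation: % inhibition of substrate cleavage by Csn5; Control set: substrate-only high control, full reaction low control.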
Starred values were filed as active, the others as inactive; i = inactive; · = not tested or not shown; & = joins results of further samples.

SMILES	DNMT1 block	LMPTP inh	MLLE-PAM2 inh	STEP block	Tb MetRS inh	SUMO1-SIM PPI	NadD block	Rpn11 inh	Scp-1 inhibitor	CSN deneddyl inh
CSc1ccc(S(=O)(=O)NCCSc2ccccn2)cc1	5	-0.3	8	-2	-1.2	0	-5	i	-5	-2
CC(C)Nc1ncnc2c1cnn2Cc1ccccc1Cl	-2	0.6	5	0	-1.3	0	-6	i	2	1
O=C(CN(c1ccc(Cl)cc1)S(=O)(=O)c1ccc(Cl)c([N+](=O)[O-])c1)NCCc1ccc(F)cc1	6	1.0	4	1	-0.1	-1	4	i	0	0
Nc1c(Cl)ncnc1Nc1ccc(C(=O)O)cc1	5	-1.1	5	-2	46*	2	0	i	-5	9
COC(=O)c1cc(NC(=O)c2ccccc2)c(=O)oc1C	-1	-1.1	5	0	0.2	-19	0	i	-10	3
Cc1ccc(C(=O)NNC(=O)CCC(=O)NCc2ccccc2)cc1Br	1	-0.5	7	-4	-0.6	2	-4	i	1	3
Cn1c(=O)[nH]c(=O)c2c1nc(CN1CCOCC1)n2CCCO	8	-1.9	9	-2	-0.4	-1	-4	i	-2	2
NC1=NC(=O)C(Cc2ccccc2)S1 (centres undefined)	4	-1.4	6	-1	0.2	4	-4	i	-7	-2
C=C1[C@H](C)CN[C@H]1CCO	5	-2.4	-1	-3	-0.6	27	0	i	4	-4
CCOC(=O)Cn1c(N)c(C(=O)OC)sc1=S	-9	-1.9	24	0	-0.6	-9	-3	i	-4	2
Cc1ccc2nc(-c3ccc(Br)o3)oc(=O)c2c1	-2	-0.6	3	-1	-0.6	0	-7	i	-10	-2
CCOC(=O)c1cc(NC(=O)N(C)C2CCCCC2)c(C)nc1C	1	0.8	-4	1	-0.4	-3	-3	i	-6	-1
O=C(/C=C/c1cccs1)NCc1cccs1	-1	-2.3	1	-3	0.4	-18	-4	i	1	1
O=[N+]([O-])c1ccccc1/C=C/c1ccc2ccccc2n1	0	1.4	-5	0	-0.6	-25	-6	i	-7	4
Cc1ccc(N2C(=O)CC(Nc3cccc4ccccc34)C2=O)cc1 (centres undefined)	-2	1.2	12	-3	-0.4	-8	0	i	-4	4
CCN(CC)C(=O)c1ccc(CS(=O)(=O)c2ccc(Br)cc2)cc1	-5	-0.7	-5	-2	-0.5	2	4	i	-10	-4
COC(=O)c1sc(NC(=S)NC(=O)c2cc(OC)c(OC)c(OC)c2)nc1C	-9	0.5	25	0	-0.5	-12	-9	i	-3	1
Cc1cc(C)c(C(=O)Cn2nc(C(=O)O)c3ccccc3c2=O)cc1C	0	-1.3	13	14	-0.2	2	-2	i	-2	-5
COc1ccc(OCC(=O)Nc2ccc(S(=O)(=O)N3CCCCCC3)cc2)cc1	-3	1.7	-2	1	-0.8	-6	-6	i	-7	4
CC1COCC(C)N1C1=C(Cl)C(=O)c2ccccc2C1=O (centres undefined)	14	1.4	34	2	-0.2	-6	2	i	-5	-4
Cc1nnc(SCCn2c(N3CCC(C)CC3)nc3c2c(=O)[nH]c(=O)n3C)s1	3	-0.7	3	-3	-1.0	-2	-3	i	-5	-3
CCCOc1ccc(C2NC(=S)NC(c3ccccc3)=C2C(=O)Nc2ccc(C)cc2)cc1OC (centres undefined)	-5	1.1	-111	-2	-0.7	-3	9	i	-10	2
Cc1ccc(S(=O)(=O)N2CCCCC2)cc1NC(=O)CSc1ncccn1	-3	-1.1	18	2	0.4	5	-3	i	8	-1
CCOC(=O)Nc1ccc2c(c1)Sc1ccccc1N2C(=O)CCN1CCOCC1	3	-0.1	-4	-2	-0.7	3	-1	i	-10	-2
Cc1cccc(NC(=O)c2ccc(Cl)c(S(=O)(=O)N3CCc4ccccc43)c2)n1	-6	4.9	4	0	-0.2	5	0	i	5	-2

An excerpt from above, limited to NadD block:
structure	NadD block
O=[N+]([O-])c1ccccc1/C=C/c1ccc2ccccc2n1	-6
Cc1ccc(N2C(=O)CC(Nc3cccc4ccccc34)C2=O)cc1 (centres undefined)	0
CCN(CC)C(=O)c1ccc(CS(=O)(=O)c2ccc(Br)cc2)cc1	4
COC(=O)c1sc(NC(=S)NC(=O)c2cc(OC)c(OC)c(OC)c2)nc1C	-9
Cc1cc(C)c(C(=O)Cn2nc(C(=O)O)c3ccccc3c2=O)cc1C	-2

Marked active in Tb MetRS inh, among the entries above:
SMILES	DNMT1 block	LMPTP inh	MLLE-PAM2 inh	STEP block	Tb MetRS inh	SUMO1-SIM PPI	NadD block	Rpn11 inh	Scp-1 inhibitor	CSN deneddyl inh
Nc1c(Cl)ncnc1Nc1ccc(C(=O)O)cc1	5	-1.1	5	-2	46*	2	0	i	-5	9

(next part)
SMILES	DNMT1 block	LMPTP inh	MLLE-PAM2 inh	STEP block	Tb MetRS inh	SUMO1-SIM PPI	NadD block	Rpn11 inh	Scp-1 inhibitor	CSN deneddyl inh
c1ccc(CCC2CCCCN2Cc2nc(C3CC3)no2)cc1 (centres undefined)	3	-1.5	12	0	-1.1	-2	-1	i	2	-1
CC(C)CC1Nc2ncnc(N3CCN(c4ccccn4)CC3)c2N(Cc2ccc(Cl)cc2)C1=O (centres undefined)	-11&-13	1.6&2.0	-7&6	-2&2	0.3&-1.1	-2&10	5&9	i	5	-1&1
O=S1(=O)N[C@@H](Cc2ccccc2)COc2ccc(Cl)cc21	7	-0.9	7	0	0.0	4	-3	i	·	1
O=C(O)CC1=C(c2ccc(F)cc2)CCC1=O	1	-0.5	-7	0	-0.9	-4	1	i	-7	-5
COc1ccc2nc(SCC(=O)N3CCNC3=O)[nH]c2c1	-1	-0.4	-9	-1	-0.8	2	-2	i	-2	-4
CCCCn1nc(C(=O)Oc2ccc3c(C)cc(=O)oc3c2)c2ccccc2c1=O	5	0.2	-82	-4	0.9	2	1	i	-8	4
C=CCN1CCc2cc(O)c(O)cc2C(c2ccccc2)C1 (centres undefined)	10	-1.0	-26	3	-0.5	7	-1	i	-11	4
COc1cc(C2C3=C(COC3=O)Oc3cc4c(cc32)OCO4)cc(OC)c1OC (centres undefined)	-1	-0.8	19	-2	-0.5	-1	2	i	2	0
Cc1ccccc1NC(=O)CSc1ccncc1	13	-1.4	-1	1	-0.2	0	-5	i	-10	-5
CC1=C(C(=O)OCC(C)C)C2(O)C(=O)c3ccccc3C2(O)N1 (centres undefined)	-23	-1.2	6	-1	0.2	-1	-5	i	-4	3
Cc1cc(NC(=O)c2ccc([N+](=O)[O-])cc2Cl)ccc1NC(=O)c1ccco1	4	-1.9	14	1	-0.4	-11	1	i	-14	-1
CC(C(=O)Nc1cc(C(F)(F)F)ccc1N1CCOCC1)N1C(=O)C2CC=CCC2C1=O (centres undefined)	5	-1.1	-7	-2	-0.8	0	0	i	-5	-1
CC(C)C[C@@H](CNCC(=O)[C@H](CC(=O)O)NC(=O)c1[nH]cnc1C(=O)N[C@H](CN)CC(C)C)NC(=O)c1nc[nH]c1C(=O)N[C@@H](C)C(=O)O	7	-3.2	6	1	1.2	4	10	i	1	-5
Cc1cccc(NC(=O)C2CCN(C(=O)c3ccccc3C)CC2)n1	2	-1.5	15	-5	-0.5	3	-4	i	-9	2
Nc1cc(-c2cccc(F)c2)nn1S(=O)(=O)c1cccc2nsnc12	-1	1.7	6	1	-0.5	-28	-1	i	-12	-1
O=C(C[C@@H]1C[C@@H]2c3cc(NS(=O)(=O)c4ccc(F)cc4)ccc3O[C@@H]2[C@@H](CO)O1)NC1CCCCC1	6	-2.4	-4	1	0.3	3	-5	i	·	-5
CCOc1ccc(OCCSc2nc3ccccc3n2CC(=O)O)cc1	1	-1.9	6	2	-0.1	4	6	i	-4	-1
O=C(COc1ccc(Cl)cc1)N1CCN(S(=O)(=O)c2cc(F)ccc2F)CC1	-1	-0.1	-3	-3	-0.4	1	0	i	·	0
CCCOc1ccc(-c2c(C(=O)N/N=C/c3ccc(C)cc3)nnn2-c2nonc2N)cc1	3	1.8	14	1	0.9	-3	-3	i	-11	1
CCOc1ccc(C(=O)Nc2ccc(S(=O)(=O)Nc3cc(C)on3)cc2)cc1	0	-1.0	4	1	-0.1	0	4	i	-5	4
CCOC(=O)c1ccc(NC(=S)N(CCCN2CCCC(C)C2)Cc2ccco2)cc1 (centres undefined)	2	-2.7	-60	-2	0.0	4	-3	i	-8	-2
COc1ccccc1N(CC(=O)NCc1ccccc1)S(=O)(=O)c1cccs1	2	-0.5	-10	-1	-0.4	-2	-9	i	·	1
CC1CCCN(C(=O)Cc2cccc3ccccc23)C1 (centres undefined)	1	3.5	9	3	-0.3	1	-7	i	-2	1
CCn1c(O)c(N=NC(=O)C2C(=O)NCC2c2ccccc2)c2ccccc21 (centres undefined)	1	-0.4	-5	-3	-0.9	-21	2	i	-1	-2
Cc1ccccc1NC(=S)N(CCc1c(C)[nH]c2ccc(F)cc12)Cc1cccnc1	-10	1.6	-9	2	-0.1	0	6	i	-6	4

An excerpt from above in order of count of non-hydrogen atoms, ascending:
SMILES	DNMT1 block	LMPTP inh	MLLE-PAM2 inh	STEP block	Tb MetRS inh	SUMO1-SIM PPI	NadD block	Rpn11 inh	Scp-1 inhibitor	CSN deneddyl inh
Cc1ccccc1NC(=O)CSc1ccncc1	13	-1.4	-1	1	-0.2	0	-5	i	-10	-5
COc1ccc2nc(SCC(=O)N3CCNC3=O)[nH]c2c1	-1	-0.4	-9	-1	-0.8	2	-2	i	-2	-4
O=C(C[C@@H]1C[C@@H]2c3cc(NS(=O)(=O)c4ccc(F)cc4)ccc3O[C@@H]2[C@@H](CO)O1)NC1CCCCC1	6	-2.4	-4	1	0.3	3	-5	i	·	-5
